Keap1-Nrf2 PPI: disrupts human Keap1 binding to Nrf2 peptide; actives 0.15% (n = 340,000); AID 504523; Keap1 Kelch-Nrf2 peptide fluorescence polarization, 1536-well; Q14145; inhibition, % at 9.4 µM; in the data active = inhibition above about 12%;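 also: human Keap1 Kelch domain with fluorescein labeled Nrf2 9mer peptide probe; 0% = neutral control wells and 100% = peptide positive control; higher means more block of Keap1 binding to Nrf2 peptide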
CAL PDZ FP-1: CAL PDZ (human) peptide binding inhibition | Q9HD26 | purified CAL PDZ, TMR-peptide fluorescence polarization, 1 h | inhibition, % at 24.9 µM | actives 0.92% (n = 300,000) | AID 602252;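 active = mean inhibition of at least 30% with at least half of replicates also reaching 30%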;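 also: 0% = DMSO neutral control and 100% = excess unlabeled competitor peptide PRC23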
V-ATPase pHluor: regulators of yeast V-ATPase proton transport | S. cerevisiae, pHLuorin cytosolic pH fluorescence | response, % at 10 µM | actives 0.37% (n = 350,000) | AID 504577; in the data active = response mostly above about 7.3%, no sharp cut-off; inactive = mostly below about 5.4%; also: actives read high; inactives centre near 0; some compounds called inactive have numbers as strong as hits
Arr AP2 block: blocks beta-arrestin peptide binding to AP2 adaptin. FITC-arrestin peptide / GST-AP2 beads, flow cytometry; AP2 beta2 appendage carries R879A mutation. inhibition, % at 10 µM. actives 0.31% (n = 340,000). AID 504490;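 active = inhibition above a set limit, near 3 SD of compounds lacking own fluorescence, cut at about 54% in these data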;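 also: plate controls were DMSO wells for no effect and 5 µM unlabelled arrestin peptide for full effect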
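test system = AP2 appendage R879A on GSH beads | buffer or medium = PBS plus Tween 20 (0.05%) and BSA (0.1%) | incubation = 12 min plus 1 h, RT | detection = bead flow cytometry, FITC channel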
CAL PDZ FP-2: inhibitors of human CAL PDZ peptide binding; Q9HD26; purified CAL PDZ, TMR-peptide fluorescence polarization, 1 h; inhibition, % at 20 µM; actives 0.02% (n = 330,000); AID 504414;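 active = highest replicate inhibition of at least 40%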;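 also: plate controls were DMSO neutral control wells for no effect and unlabeled competitor peptide control wells for full effect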
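Test system: tagged CAL PDZ domain / Buffer or medium: sodium phosphate/NaCl buffer pH 7.4 with TCEP, IgG, Thesit / Reagent: TMR-labelled reporter peptide T*-PRC34 bound in PDZ groove / Compound dosing: single point, 20 µM / Schedule: 1 h incubation at room temperature before polarization reading / Technique: fluorescence polarization (mP) / Benchmarks: unlabelled peptide, DMSO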
NSD2 HMT inh: inhibitors of human histone methyltransferase NSD2. O96028. NSD2 peptide methylation, AlphaScreen, 120 min. inhibition, % at 12.5 µM. actives 0.54% (n = 310,000); in the data active = inhibition above about 50%
C-LANA FP: blocks KSHV LANA C-terminal domain binding to DNA | actives 0.078% (n = 340,000) | MBP-C-LANA/FAM-LBS DNA binding, fluorescence polarization | inhibition, % at 9 µM;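 active = highest replicate inhibition at or above 60% at 9 µM, even if other replicates fall short; inactive = all replicates below 60% inhibition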;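 also: 0% = neutral control wells and 100% = 4 µM acridine orange control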
DSG3 Ab inh: human desmoglein-3 autoantibody binding inhibition; binding (percent of control), % at 10 µM; actives 0.48% (n = 310,000); P32926; DSG3-coupled beads, scFv-anti-DSG3-GFP binding, flow cytometry; hits give low values;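 active = binding more than 3 SD below its plate's average and above zero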;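 also: hits lower antibody fragment binding to DSG3; some compounds called inactive have numbers as strong as hits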
DAGLB inhibitor: blocks human DAGLB lipase activity | inhibition, % at 5.17 µM | HEK293T DAGLB membrane lysate, EnzChek fluorogenic substrate | actives 0.059% (n = 340,000) | Q8NCG7; in the data active = inhibition above about 34%;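 also: 0% = enzyme with vehicle and 100% = wells lacking enzyme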
Cardiac RTF inh: cardiac RTF calcium desensitization | actives 0.12% (n = 340,000) | inhibition, % at 7.15 µM | P19429+P45379 | IANBD-labeled cardiac RTF, Ca2+ fluorescence;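 active = inhibition above the mean inhibition of all tested compounds plus 3 SD, cut at about 17% in these data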;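 also: assay run at fixed EC70 calcium of 1.6 mM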
Starred values were filed as active, the others as inactive; / = no result given. Not all compounds are listed; the hit share may differ from the screen's.

1	Cc1ccc(NC(=O)c2ccc(-c3nn(C)c(=O)c4ccccc34)cc2)c(C)c1
2	CCCCOC(=O)C(C)Nc1n[nH]c(=O)[nH]c1=O (stereo not given)
3	CCSc1nc(=S)cc(C)[nH]1
4	CCCn1nnnc1NCc1ccc(F)cc1
5	COc1ccc(CNC(=O)COC(=O)c2cc(S(=O)(=O)N3CCOCC3)ccc2O)cc1OC
6	COCC1CCN(C(=O)c2cc(COc3ccc(F)cc3F)on2)C1 (stereo not given)
7	CSCCC(NC(=O)COc1ccccc1)C(=O)NCC(C)(C)N1CCOCC1 (stereo not given)
8	CCN(CC)S(=O)(=O)c1ccc2c3c(cccc13)C(=O)N2
assay / compound	1	2	3	4	5	6	7	8
Keap1-Nrf2 PPI	-1	-4	-2	4	1	0	/	-3
CAL PDZ FP-1	-1	/	4	-1	1	/	/	-1
V-ATPase pHluor	3	0	-2	2	-2	-1	-1	-1
Arr AP2 block	3	0	-19	2	16	-13	/	1
CAL PDZ FP-2	-3.6	-0.1	-0.4	-1.6	0.3	0.0	/	-0.5
NSD2 HMT inh	1	2	27	-5	-1	-1	-3	/
C-LANA FP	0.9	-0.2	-0.3	1.0	1.4	0.9	/	-0.2
DSG3 Ab inh	96	107	123	84	105	98	107	94
DAGLB inhibitor	-1	1	-2	-1	-2	-3	0	2
Cardiac RTF inh	5	0	1	-1	-1	-10	/	4

9	CC1CCN(c2c([N+](=O)[O-])c(=O)oc3ccccc23)CC1
10	COc1ccc(CNC(=O)c2cccc(S(=O)(=O)N3CCN(C)CC3)c2)cc1
11	Cc1cc(NC(=O)c2ccccc2Cl)n(C(C)(C)C)n1
12	Cc1ccc(/C=C/c2onc(C)c2S(=O)(=O)N2CCC(C(=O)NC(C)(C)C)CC2)cc1
13	COc1ccc(C(=O)O)cc1S(=O)(=O)N(C)C
14	CCc1cccc(NC(=O)c2cnn(-c3ccccc3)c2C)c1
15	CN(C)C(=O)CCc1ccc2c3c([nH]c2c1)[C@]1(C)[C@@H](C(=O)N2CCCCC2)C[C@H](CC(=O)NCc2cccc(C(F)(F)F)c2)C(=O)N1CC3
16	CC(=O)C1=C(O)C(=O)N(CC(=O)O)C1c1ccccc1Cl (stereo not given)
assay / compound	9	10	11	12	13	14	15	16
Keap1-Nrf2 PPI	1	-7	0	0	7	0	-5	-4
CAL PDZ FP-1	-1	0	-4	/	0	-8	-2	/
V-ATPase pHluor	-2	-1	-1	-4	1	0	0	-3
Arr AP2 block	2	21	-2	-1	3	32	9	4
CAL PDZ FP-2	2.0	-0.1	-0.5	-0.7	-2.4	-1.3	-0.6	0.0
NSD2 HMT inh	7	-4	-1	/	-4	-3	/	/
C-LANA FP	3.1	0.3	-1.2	1.2	1.2	-1.0	0.6	-2.5
DSG3 Ab inh	87	96	100	102	100	96	96	107
DAGLB inhibitor	0	/	/	-4	-1	-6	4	1
Cardiac RTF inh	-12	/	/	6	-4	-1	-1	-7

17	Nc1ccc(C(=O)N/N=C2\CCCc3c2[nH]c2ccccc32)cc1
18	Cc1ccccc1C(=O)Nc1ccccc1C(=O)NC1CC1
19	CCNC(=O)N(C)C[C@H]1N[C@@](Cc2ccccc2)(C(=O)OC)[C@H]2C(=O)N(C)C(=O)[C@@H]12
20	COCCN(C(=O)CN1CCc2ccccc21)c1c(N)n(Cc2ccccc2)c(=O)[nH]c1=O
21	CCN1C(=NCCc2cccnc2)N[C@@H](c2ccccc2)[C@H](C(=O)OC)[C@H]1C
22	CC(=O)c1ccc(OCC(=O)N(C)C2CCS(=O)(=O)C2)cc1 (stereo not given)
23	Cc1nn(-c2ccccc2)c(N2CCCCC2)c1/C=N/O
24	COc1ccc([N+](=O)[O-])cc1NC(=O)C(C)N(C)Cc1cccc(OC)c1OC (stereo not given)
assay / compound	17	18	19	20	21	22	23	24
Keap1-Nrf2 PPI	4	-7	4	-11	-4	/	-2	-3
CAL PDZ FP-1	2	-1	-5	-1	4	/	-3	2
V-ATPase pHluor	3	0	-3	3	3	-1	5	3
Arr AP2 block	12	1	8	2	-8	/	-14	-9
CAL PDZ FP-2	-0.2	-1.8	-1.3	-1.3	-0.6	/	-2.1	-0.6
NSD2 HMT inh	/	-4	/	-1	/	5	0	0
C-LANA FP	-1.3	-1.4	0.0	-1.9	-2.9	/	-0.6	-2.7
DSG3 Ab inh	99	/	103	113	101	94	104	101
DAGLB inhibitor	4	-3	0	0	2	0	-3	-3
Cardiac RTF inh	-3	-5	-6	-12	-13	/	0	-10

25	Cc1ccc(CC2SC(=O)NC2=O)cc1Cl (stereo not given)
26	CC(Sc1nnc(-c2ccco2)o1)C(=O)Nc1ccc(OC(F)F)cc1 (stereo not given)
27	O=C(NCCN1CCCCC1)Nc1ccc(F)cc1
28	COc1ccc(N2CCN(C(=O)c3ccc(OCc4c(C)noc4C)c(OC)c3)CC2)cc1
29	COc1cc(OC)c(OC)cc1/C=N/NC(=O)c1ccc(=O)n(C)c1
30	O=C(Nc1ccc(S(=O)(=O)Nc2nccs2)cc1)C(F)(F)F
31	Cc1ccc(S(=O)(=O)N2CCN(C(=O)[C@H](Cc3ccccc3)NC(=O)c3ccco3)CC2)cc1C
32	O=C(NC1CCN(C(=O)NC2CCCCC2)CC1)c1ccco1
assay / compound	25	26	27	28	29	30	31	32
Keap1-Nrf2 PPI	-5	3	-1	2	0	-1	4	1
CAL PDZ FP-1	2	-4	-3	-5	-3	-2	-2	-1
V-ATPase pHluor	4	0	-3	-3	0	-4	1	1
Arr AP2 block	-4	2	-4	26	-4	12	3	-6
CAL PDZ FP-2	-1.3	0.5	-0.5	/	-3.6	0.0	2.0	-0.5
NSD2 HMT inh	-1	-1	0	/	16	0	1	-1
C-LANA FP	-0.4	-2.7	0.0	-1.9	-2.8	-0.7	-0.5	2.6
DSG3 Ab inh	103	/	103	102	129	/	96	98
DAGLB inhibitor	2	0	-2	0	-2	0	3	1
Cardiac RTF inh	-3	-7	2	-14	-2	-6	0	-15

Quoted from above, entries 29–32
29	COc1cc(OC)c(OC)cc1/C=N/NC(=O)c1ccc(=O)n(C)c1
30	O=C(Nc1ccc(S(=O)(=O)Nc2nccs2)cc1)C(F)(F)F
31	Cc1ccc(S(=O)(=O)N2CCN(C(=O)[C@H](Cc3ccccc3)NC(=O)c3ccco3)CC2)cc1C
32	O=C(NC1CCN(C(=O)NC2CCCCC2)CC1)c1ccco1
assay / compound	29	30	31	32
Keap1-Nrf2 PPI	0	-1	4	1
CAL PDZ FP-1	-3	-2	-2	-1
V-ATPase pHluor	0	-4	1	1
Arr AP2 block	-4	12	3	-6
CAL PDZ FP-2	-3.6	0.0	2.0	-0.5
NSD2 HMT inh	16	0	1	-1
C-LANA FP	-2.8	-0.7	-0.5	2.6
DSG3 Ab inh	129	/	96	98
DAGLB inhibitor	-2	0	3	1
Cardiac RTF inh	-2	-6	0	-15

(listing goes on)
33	CC1CN(S(=O)(=O)c2cccc(C(=O)Nc3ccccc3N3CCOCC3)c2)CC(C)O1 (stereo not given)
34	CCN(CCn1cccn1)C(=O)CC1C(=O)NCCN1Cc1ccc(OC)c(OC)c1 (stereo not given)
35	CC(C(=O)O)c1n[nH]c(=O)c2ccccc12 (stereo not given)
36	O=C(COC(=O)c1cc(S(=O)(=O)N2CCOCC2)ccc1F)c1ccccc1
37	Cc1cc(C)c(NC(=O)Nc2ccccc2C)c(Cl)c1
38	COc1ccc(/C=N/OCC(=O)OCC(=O)N(C)c2ccccc2)cc1
39	c1ccc(-c2noc(-c3cccc4ccccc34)n2)cc1
40	CC(C)OC(=O)c1ccc(N2CCN(c3ccc(F)cc3)CC2)nc1
assay / compound	33	34	35	36	37	38	39	40
Keap1-Nrf2 PPI	-8	0	-3	-5	2	-1	-1	1
CAL PDZ FP-1	-4	-4	1	43*	3	-2	-14	-2
V-ATPase pHluor	-8	-2	-1	-4	4	4	3	-2
Arr AP2 block	2	24	1	0	11	6	1	-18
CAL PDZ FP-2	-1.4	-3.0	/	-1.0	-0.3	0.1	/	-0.1
NSD2 HMT inh	-4	-1	-1	-2	6	2	-7	1
C-LANA FP	-0.2	1.0	-2.2	-0.8	-0.3	0.2	-1.9	0.8
DSG3 Ab inh	92	82	100	105	96	103	114	105
DAGLB inhibitor	1	-1	2	-2	-1	1	-12	-7
Cardiac RTF inh	-17	-10	0	-1	-9	-9	-5	-9

41	Cc1nnsc1S(=O)(=O)Cc1ccccc1Cl
42	Cc1ccc2oc(=O)c3cnn(CC(=O)N(CCN(C)C)Cc4ccco4)c3c2c1
43	COC(=O)[C@]1(C)N[C@H](CN(C)C(=O)Nc2ccc(C(F)(F)F)cc2)[C@@H]2C(=O)N(C)C(=O)[C@@H]21
44	Cc1cc(C(=O)NNC(=O)COc2c(C)cc(Br)cc2C)n[nH]1
45	O=C(COC(=O)CC1CC2CCC1C2)NC(=O)NCc1ccco1 (stereo not given)
46	CC(=O)c1c(C)[nH]c(C(=O)OCC(=O)NC(C)c2ccccc2)c1C (stereo not given)
47	O=C(COC(=O)c1ncc(Cl)c(Cl)c1Cl)Nc1ccccc1OC(F)F
assay / compound	41	42	43	44	45	46	47
Keap1-Nrf2 PPI	5	1	1	-1	-5	/	1
CAL PDZ FP-1	/	/	0	-9	-1	/	-3
V-ATPase pHluor	2	-3	4	2	-7	0	-1
Arr AP2 block	-2	2	12	-3	24	/	-2
CAL PDZ FP-2	0.1	0.1	-0.5	-1.1	-0.4	/	-2.2
NSD2 HMT inh	0	/	/	2	2	-3	0
C-LANA FP	1.4	-0.1	-1.7	-0.9	0.7	/	-0.1
DSG3 Ab inh	102	94	93	109	77	107	97
DAGLB inhibitor	0	-2	-1	1	1	-5	-22
Cardiac RTF inh	-4	-9	-8	-4	1	/	2

Another view of 2 compounds above.
Each structure is followed by: Keap1-Nrf2 PPI	CAL PDZ FP-1	V-ATPase pHluor	Arr AP2 block	CAL PDZ FP-2	NSD2 HMT inh	C-LANA FP	DSG3 Ab inh	DAGLB inhibitor	Cardiac RTF inh
13: COc1ccc(C(=O)O)cc1S(=O)(=O)N(C)C
  7	0	1	3	-2.4	-4	1.2	100	-1	-4
14: CCc1cccc(NC(=O)c2cnn(-c3ccccc3)c2C)c1
  0	-8	0	32	-1.3	-3	-1.0	96	-6	-1

Compound activity deposited in PubChem by several laboratories.
